MCL1 BIM primary: disrupts human MCL1 binding to BIM-BH3 peptide; inhibition, % at 10.9 µM; 320,000 compounds, 0.68% hits; Q07820; GST-MCL1 / FITC-Bim-BH3 fluorescence polarization;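 active = inhibition above the mean inhibition of all tested compounds plus 3 SD, set per campaign, cut at about 40% in these data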;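 note: 0% = DMSO wells and 100% = unlabeled Bim-BH3 peptide control; higher means more loss of mP so more displacement of Bim peptide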
MEX-5 binding: C. elegans MEX-5 TCR-2 RNA binding activity | Q9XUB2 | MEX-5/FITC-TCR2 RNA binding, fluorescence polarization; active compounds read low | activity score (negative = inhibition of binding), % at 10 µM | 300,000 compounds, 0.38% hits;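 active = inhibition past about -25% in most replicates, and total fluorescence under double the plate's negative control median, limit read from the data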;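 note: 0% = DMSO and -100% = 5 µM competing unlabeled TCR2 RNA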
Target sequence (Q9XUB2 whole entry, looked up): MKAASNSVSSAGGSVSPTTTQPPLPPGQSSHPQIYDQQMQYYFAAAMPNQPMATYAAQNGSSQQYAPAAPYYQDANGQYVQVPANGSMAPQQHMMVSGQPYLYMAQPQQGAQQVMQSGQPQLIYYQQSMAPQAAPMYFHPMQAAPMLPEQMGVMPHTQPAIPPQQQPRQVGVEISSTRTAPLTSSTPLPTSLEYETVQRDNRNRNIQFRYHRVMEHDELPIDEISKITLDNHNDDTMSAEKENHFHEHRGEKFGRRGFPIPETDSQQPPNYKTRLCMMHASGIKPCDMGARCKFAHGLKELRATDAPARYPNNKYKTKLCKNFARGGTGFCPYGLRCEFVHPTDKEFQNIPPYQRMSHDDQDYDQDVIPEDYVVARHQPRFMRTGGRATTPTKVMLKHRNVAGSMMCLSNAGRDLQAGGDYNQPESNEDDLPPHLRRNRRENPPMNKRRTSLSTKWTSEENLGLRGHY
GLD-1 RNA inh: GLD-1-TGE RNA interaction inhibition (C. elegans); AID 2280; purified GLD-1 + fluorescein TGE RNA, fluorescence polarization; 320,000 compounds, 0.44% hits; Q17339; inhibition, % at 5.96 µM;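 active = percent inhibition above a per-plate cutoff, the plate mean of test compounds plus 3 SD, cut at about 30% in these data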;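 note: 0% = DMSO wells with GLD-1 and probe and 100% = wells lacking GLD-1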
Target sequence (Q17339 whole entry, looked up): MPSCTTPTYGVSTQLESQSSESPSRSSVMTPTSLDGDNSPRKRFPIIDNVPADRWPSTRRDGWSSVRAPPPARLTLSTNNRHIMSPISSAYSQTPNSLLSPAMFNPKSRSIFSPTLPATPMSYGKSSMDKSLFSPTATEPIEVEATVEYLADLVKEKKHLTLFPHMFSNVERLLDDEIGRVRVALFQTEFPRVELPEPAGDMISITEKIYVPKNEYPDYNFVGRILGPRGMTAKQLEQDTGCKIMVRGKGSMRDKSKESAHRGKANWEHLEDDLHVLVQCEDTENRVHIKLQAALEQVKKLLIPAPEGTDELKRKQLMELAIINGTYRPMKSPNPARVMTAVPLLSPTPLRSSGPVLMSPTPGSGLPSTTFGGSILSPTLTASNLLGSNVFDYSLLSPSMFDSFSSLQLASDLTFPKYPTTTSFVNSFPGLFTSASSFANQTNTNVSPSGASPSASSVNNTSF
Efflux pump inh: antifungal efflux pump inhibition, Nile Red retention. S. cerevisiae Candida pump triplex. inhibition, % at 10 µM. 330,000 compounds, 0.44% hits;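 active = plate passing quality check with inhibition over a set limit, or well fluorescence over plate mean plus 4 SD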;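 note: Nile Red retained in pooled yeast measured as flow cytometry median fluorescence; 0% = buffer negative control and 100% = Enniatin B positive control; higher means more Nile Red kept so more efflux inhibition; some compounds called inactive have numbers as strong as hits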
EBNA-1 inh: blocks EBNA-1 binding to DNA | EBNA-1 DNA binding, fluorescence polarization | inhibition, % at 14.8 µM | 300,000 compounds, 0.34% hits | AID 1950; in the data active = inhibition above about 28%
Yeast superoxide: caloric restriction mimetics inhibiting age-related superoxide in yeast. S. cerevisiae aged cells, superoxide DHE fluorescence; active compounds read low. superoxide response (% of plate mean), % at 10 µM. 330,000 compounds, 0.18% hits;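 active = superoxide response under a set limit, about three screen SD below normal, cut at about 65% in these data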;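 note: yeast aged for seven days with compound at 30 °C before DHE staining; 100% = average MFI of all compound-treated wells on the plate with controls excluded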
Bcl-xL primary: inhibitors of human Bcl-xL. Q07817. 320,000 compounds, 0.7% hits. inhibition, % at 10.9 µM. GST-Bcl-xL / FITC-Bim BH3 peptide fluorescence polarization;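 active = inhibition above the mean of all tested compounds plus 3 SD, cutoff set per campaign, cut at about 30% in these data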;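 note: 0% = DMSO wells and 100% = unlabeled Bim-BH3 peptide competitor; inhibitors lower millipolarization by displacing the labeled peptide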
ZTA DNA inh: blocks Epstein-Barr virus ZTA, an EBNA-1 counter-screen. P03206. ZTA-DNA binding, fluorescence polarization. inhibition, % at 11 µM. 320,000 compounds, 0.15% hits; in the data active = inhibition above about 33%
Fam108B counter: Fam108B inhibition, counter-screen for RBBP9 inhibitors | recombinant Fam108B, FP-Rh probe fluorescence polarization | inhibition, % at 9.51 µM | 300,000 compounds, 0.33% hits | AID 1947;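 active = inhibition above the screen mean inhibition plus 3 SD, computed separately per campaign, cut at about 18% in these data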;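 note: inhibitors lower polarization as less probe binds the enzyme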
Active calls of the source: *; x = no result given.

SMILES	MCL1 BIM primary	MEX-5 binding	GLD-1 RNA inh	Efflux pump inh	EBNA-1 inh	Yeast superoxide	Bcl-xL primary	ZTA DNA inh	Fam108B counter
COc1ccc(-c2cc(C(F)(F)F)n3nc(C(=O)N4CCN(C(=O)c5ccco5)CC4)cc3n2)cc1	1	-0.9	-1	0.1	1	98	8	-8	-2
Cc1ccccc1N1CCN(c2ccc(NC(=O)C3CCCCC3C(=O)O)cc2)CC1 (stereo not given)	11	1.8	2	-4.3	-3	95	15	-10	6
COc1ccc(C2/C(=C(/O)c3ccccc3)C(=O)C(=O)N2C)c(OC)c1 (stereo not given)	5	-0.9	-6	0.0	-7	102	2	-7	1
C=C[C@]1(C)C=C2CCC3[C@](C)(CCC[C@@]3(C)C(=O)O)C2CC1 (stereo not given in full)	-6	0.5	2	-0.2	7	94	0	20	-2
CCn1c(=O)c([N+](=O)[O-])c(NC2CCS(=O)(=O)C2)c2ccccc21 (stereo not given)	5	1.0	13	-0.1	-2	104	6	-9	3
CCn1c(=O)c([N+](=O)[O-])c(NCc2ccco2)c2ccccc21	6	1.6	9	-0.1	-1	91	8	4	1
COc1ccc(C(=O)CSc2nc3ccccc3n2CC(=O)c2ccccc2)cc1	-12	-0.3	4	-0.1	-5	98	-9	-12	-10
CCOC(=O)C1=C(C)NC(=O)NC1c1ccc(OC)c(CN2CCOCC2)c1 (stereo not given)	11	2.4	4	0.0	1	106	5	19	0
COC(=O)c1cccc(NC(=O)CCNC(=O)c2ccc([N+](=O)[O-])cc2)c1	-31	-2.8	-2	0.0	-1	102	-3	2	-3
Oc1ccc(N2CCN(C(c3cccnc3)c3nnnn3Cc3ccccc3)CC2)cc1 (stereo not given)	12	0.4	3	0.0	9	96	11	8	0
CCOc1ccc(N2C(=O)CC(N3CCN(C(=O)c4ccco4)CC3)C2=O)cc1 (stereo not given)	0	0.3	4	0.4	1	105	4	19	-3
O=C(Cn1nnc(-c2ccccc2)n1)NCc1cccs1	1	0.6	3	-0.2	-2	83	1	-3	1
OCC[C@@H]1C[C@H](O)[C@@H](O)[C@@]2(CCCCO2)O1	1	0.5	-2	-0.1	-3	101	1	-11	-2
Cc1cc(C)cc(C(=O)NN2CCOCC2)c1	7	-0.1	4	0.0	0	91	7	9	-1
CCCCn1c(NCc2ccncc2)nc2ccccc21	-2	-2.4	1	-0.1	5	98	2	-1	7
CC(c1ccco1)N(C(=O)Nc1ccc(Cl)cc1)c1ccccn1 (stereo not given)	4	1.5	-1	-0.1	8	112	4	-12	2
O=C(CCCC(=O)N1CCN(c2cccc(Cl)c2)CC1)c1ccccc1	6	0.1	11	0.1	-1	114	2	-2	6
Cc1cc(Nc2ccc(C)c(C)c2)n2nc(C)nc2n1	0	-0.6	1	-0.1	-9	88	4	-1	0
CCCc1nnc(NC(=O)CN2CCN(C)CC2)s1	-3	0.2	6	0.1	0	112	0	-10	1
C=CCSC(=S)NC1CCS(=O)(=O)C1 (stereo not given)	12	1.5	-2	-0.2	1	111	6	-14	6
NC(=O)CSc1nnc(-c2cc(-c3ccc(Cl)cc3)nc3ccccc23)o1	1	-3.3	-7	-0.3	2	93	-6	-6	8
O=C(Nc1ccnn1C1CCN(Cc2cc(Cl)ccc2O)CC1)C1CC1	7	-0.6	-3	0.2	-11	94	4	2	1
COc1ccc2c(c1)[nH]c1c(=O)n(CCN3CCCC3)cnc12	2	0.1	-8	0.0	-8	104	-1	1	2
COc1ccc(CN2CCN(C3CCSCC3)CC2CCO)c(C)c1C (stereo not given)	6	0.6	-10	-0.5	7	134	2	-3	6
O=[N+]([O-])c1ccc(S(=O)(=O)N/N=C/c2cccs2)cc1	17	x	3	-0.2	1	102	1	-13	7
(further entries)
SMILES	MCL1 BIM primary	MEX-5 binding	GLD-1 RNA inh	Efflux pump inh	EBNA-1 inh	Yeast superoxide	Bcl-xL primary	ZTA DNA inh	Fam108B counter
Cc1ccc(S(=O)(=O)NC(=O)Nc2c(C)n(C)n(-c3ccccc3)c2=O)cc1	9	1.0	2	0.0	9	89	7	-8	3
CCOCCCNC(=O)CS(=O)(=O)Cc1nc(-c2cccc(OC)c2)oc1C	2	1.8	7	0.0	11	101	2	2	1
COc1ccc(/C=C/c2noc(-c3ccccc3OC(C)=O)n2)cc1	-1	2.1	0	-0.1	3	109	2	8	-5
Cc1ccc(C2=NS(=O)(=O)N(C)C(C(=O)NC(C)c3ccccc3)=C2)cc1 (stereo not given)	-5	1.9	3	0.1	-13	109	4	15	0
N#Cc1ccsc1NC(=O)CN1CCN(S(=O)(=O)c2cc(Cl)ccc2Cl)CC1	-10	-2.8	2	0.3	1	100	0	8	0
CN(CC(=O)Nc1ccc(F)cc1)C(=O)CSc1ncccn1	-11	-2.5	1	-0.1	13	87	-3	5	2
CCCCc1ccc(-c2ccc(C)cc2O)nc1	-7	-2.4	-2	0.0	5	102	4	8	0
CC1CCN(CCCNC(=O)c2nn(C)c3c2CS(=O)(=O)c2ccccc2-3)CC1	-7	-5.1	-3	0.4	4	104	0	2	-4
O=C(Nc1ccccc1Oc1ccccc1)C1CCCC1	13	1.8	8	0.2	-2	106	7	4	3
Cc1ccc(NC(=O)N2CCC(C(N)=O)CC2)cc1	5	1.0	13	0.0	-12	94	5	11	2
Cc1cc(N2CCCCC2)nc(NCc2ccccc2)n1	8	-0.7	0	-0.1	-5	92	1	-3	0
O=C1C=C(N2CCOCC2)CCC1	-1	-0.5	5	-0.1	6	91	3	-6	-5
O=C(N/N=C/c1cccnc1)NC12CC3CC(CC(C3)C1)C2	0	-0.9	0	0.1	-3	106	0	3	-4
CCN(C(=O)CN1C(=O)S/C(=C\c2cccc(Cl)c2)C1=O)C1CCS(=O)(=O)C1 (stereo not given)	8	-1.1	4	0.0	-3	105	1	-34	2
COc1ccc(OC)c(NC(=O)CNC(=O)Cn2c(C)cc3ccccc3c2=O)c1	4	-2.5	2	0.2	-9	95	5	14	-1
CCOC(=O)C1=C(C)NC(=O)C(C(N)=O)C1c1ccccc1 (stereo not given)	-5	0.0	-6	0.0	-20	102	-2	0	0
S=c1[nH]nc(-c2cc3c(s2)-c2ccccc2CC3)o1	-12	7.0	2	0.0	-5	157	-23	8	10
O=C(/C=C/Nc1ccc(S(=O)(=O)Nc2cnc3ccccc3n2)cc1)c1ccccc1	1	-20	-2	0.2	-9	105	-12	-3	2
CC1(C)NC(=O)N(CCCOc2ccc3c(c2)CCC3)C1=O	5	-3.6	-2	0.3	-15	112	3	9	-2
CCCCn1c(N)c(N(CC)C(=O)c2cccc(C)c2)c(=O)[nH]c1=O	4	0.4	2	0.1	4	100	10	-12	4
CCNC(=O)N1c2ccccc2Sc2ccccc21	13	-2.5	3	-0.1	6	98	2	-14	0
CC(C)CN(C(=O)CN1CCC(C)CC1)c1c(N)n(CC(C)C)c(=O)[nH]c1=O	3	-3.0	7	0.3	-11	110	0	1	4
COc1ccc2nc(Nc3nc(C)c(CCC(C)C)c(=O)[nH]3)nc(C)c2c1	-22	0.6	-20	0.3	3	65*	-69	-6	-7
COc1ccc(OC)c(NC(=O)CCN2CCCCCC2)c1	-6	1.5	-5	0.1	-9	101	-2	-5	-2
O=S(=O)(c1ccc2nc(-c3ccccc3)[nH]c2c1)N1CCN(c2ccc(Cl)cc2)CC1	3	-1.4	-5	0.0	37*	100	5	0	-20

Some entries already given, reduced to ZTA DNA inh, Bcl-xL primary and MCL1 BIM primary.
SMILES | ZTA DNA inh | Bcl-xL primary | MCL1 BIM primary
Cc1ccc(NC(=O)N2CCC(C(N)=O)CC2)cc1 | 11 | 5 | 5
Cc1cc(N2CCCCC2)nc(NCc2ccccc2)n1 | -3 | 1 | 8
O=C1C=C(N2CCOCC2)CCC1 | -6 | 3 | -1
O=C(N/N=C/c1cccnc1)NC12CC3CC(CC(C3)C1)C2 | 3 | 0 | 0

Two records picked at random from those above, as already listed:
SMILES	MCL1 BIM primary	MEX-5 binding	GLD-1 RNA inh	Efflux pump inh	EBNA-1 inh	Yeast superoxide	Bcl-xL primary	ZTA DNA inh	Fam108B counter
O=S(=O)(c1ccc2nc(-c3ccccc3)[nH]c2c1)N1CCN(c2ccc(Cl)cc2)CC1	3	-1.4	-5	0.0	37*	100	5	0	-20
CCNC(=O)N1c2ccccc2Sc2ccccc21	13	-2.5	3	-0.1	6	98	2	-14	0

More compounds follow.
SMILES	MCL1 BIM primary	MEX-5 binding	GLD-1 RNA inh	Efflux pump inh	EBNA-1 inh	Yeast superoxide	Bcl-xL primary	ZTA DNA inh	Fam108B counter
CCOCCCNC(=O)Cn1nc(Cc2ccncc2)c2ccccc2c1=O	-5	0.5	6	-0.1	6	95	-2	9	0
O=C(NCc1ccc2c(c1)OCO2)C1CCCN1C(=O)Nc1cccc(Cl)c1 (stereo not given)	1	-2.4	6	-0.1	5	100	9	-10	3
CC1CCN(C(=O)CSc2nc3cccnc3n2C)CC1	1	-0.7	1	0.1	-6	104	-4	11	-2
Cc1ccc(-c2nc3ncccn3c2NC2CCCCC2)o1	1	-0.1	1	-0.2	12	108	6	20	2
C=C1C(=O)O[C@H]2C1CC[C@@](C)(O)C13C=CC(C)(C21)C1(C3)C(=O)O[C@@H]2C3C(C)=CCC3[C@](C)(O)C[C@H](OC(C)=O)C21 (stereo not given in full)	1	0.6	-3	-0.1	9	129	2	-20	4
CCOCCCNC(=O)NC(=O)CN1CCN(S(=O)(=O)c2ccc3c(c2)OCCO3)CC1	0	-1.3	-2	0.1	-2	101	0	4	-1
CCc1nc(NCc2ccccn2)c2oc3ccccc3c2n1	2	-1.1	-1	0.3	-4	97	-1	21	-1
C=CCc1ccccc1OCCNCCCOC	3	-1.0	-2	-0.2	2	95	4	4	3
Cc1nn2c3ccccc3n(CCN3CCCCC3)c2nc1=O	4	0.5	14	0.0	-8	94	6	1	4
O=c1cc(-c2ccccc2)nc(/C=C/c2ccccc2)[nH]1	0	2.1	-1	0.0	-6	88	6	-3	-3
CC(C)[C@H](NC(=O)C1CCN(S(=O)(=O)c2ccc(F)cc2)CC1)C(=O)NCc1ccncc1	3	1.5	-1	0.0	0	91	1	8	4
CCOC(=O)C1CCCN(c2ncnc3c2cnn3-c2ccc(OC)cc2)C1 (stereo not given)	9	5.6	9	0.4	-8	114	6	-3	2
CN1CCC(OC(=O)c2ccccc2)CC1	15	2.5	0	-0.1	1	84	12	-18	26*
Cc1ccc(S(=O)(=O)NCC(=O)OCc2nnc(-c3ccccc3)o2)cc1	-8	0.7	-1	0.1	2	102	-1	-3	0
N#Cc1nc(COc2ccccc2)oc1NCCN1CCOCC1	-1	0.3	5	0.0	5	100	0	9	2
COc1ccc(/C=C/c2ccc(=O)n(Cc3ccccc3)n2)cc1	5	-1.0	-4	0.1	-21	121	5	-3	2
O=C(CN1CCOCC1)N1CCN(c2ccc([N+](=O)[O-])cc2)CC1	-6	2.6	-2	0.0	6	97	0	22	-2
CCCNC(=O)C(=O)NCC1CCCN1CC (stereo not given)	-7	-1.3	-6	0.3	-5	102	5	1	2
Cc1ccc(-c2nc(CCNC(=O)c3ccco3)cs2)cc1	5	4.4	1	0.1	-9	104	1	-3	-1
O=C(Cn1c(-c2ccccc2)noc1=O)Nc1ccc(S(=O)(=O)N2CCOCC2)cc1	-8	1.8	-1	-0.3	-1	137	-8	18	1
CCc1[nH]nc(C(=O)NC2CCCc3c2cnn3-c2cc(C)cc(C)c2)c1C (stereo not given)	0	0.8	2	-0.2	-5	112	3	-2	-5
COc1ccc(OCCC(=O)OCC(=O)c2ccc[nH]2)cc1	2	0.5	0	0.1	-8	101	3	-4	-1
CCc1c(C(=O)N/N=C/c2ccco2)nnn1-c1nonc1N	4	-1.2	1	0.1	3	99	3	14	-1
CCN(CC)S(=O)(=O)c1cc(NC(=O)C(C)Nc2ccccc2N2CCOCC2)ccc1C (stereo not given)	-10	1.1	-5	0.0	2	106	-5	-22	0
Cc1nnsc1C(=O)NNS(=O)(=O)c1ccccc1	6	-1.6	2	-0.2	6	89	1	-2	-1

Screens from PubChem.
